Gal4-VP16 FLuc – VP16 counterscreen qHTS for inhibitors of ROR gamma transcriptional activity; Drosophila S2 Gal4-VP16 UAS-luciferase, luminescence, 20 h; Potency, µM (series often up to 53.6 µM), inactives show at the top dose activity, negative = inhibition, actives largely listed as inhibitors; actives 3.5% (n = 310,000); AID 2546, 2010;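 also: Gal4-VP16 expression switched on by copper sulfate through the metallothionein promoter; % is scaled to controls: 0 for no effect and ±100 for the full control effect; nearly all actives have a fitted effect of over 50% in size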
FLuc modulator – qHTS profiling assay for firefly luciferase inhibitor/activator using purifed enzyme and Km concentrations of substrates (counterscreen for miR-21 project) | purified FLuc, Km substrates, luminescence inhibition | Luciferin 4-monooxygenase (Photinus pyralis), P08659 | Potency, µM (doses to about 57.5 µM), for inactives: at the highest dose activity change, negative = inhibition, most hits filed as inhibitors | actives 6.9% (n = 360,000);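 also: plate controls were vehicle for no effect and reference inhibitor for full effect; nearly all actives have a fitted effect of over 55% in size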
Target sequence (P08659 whole entry, looked up): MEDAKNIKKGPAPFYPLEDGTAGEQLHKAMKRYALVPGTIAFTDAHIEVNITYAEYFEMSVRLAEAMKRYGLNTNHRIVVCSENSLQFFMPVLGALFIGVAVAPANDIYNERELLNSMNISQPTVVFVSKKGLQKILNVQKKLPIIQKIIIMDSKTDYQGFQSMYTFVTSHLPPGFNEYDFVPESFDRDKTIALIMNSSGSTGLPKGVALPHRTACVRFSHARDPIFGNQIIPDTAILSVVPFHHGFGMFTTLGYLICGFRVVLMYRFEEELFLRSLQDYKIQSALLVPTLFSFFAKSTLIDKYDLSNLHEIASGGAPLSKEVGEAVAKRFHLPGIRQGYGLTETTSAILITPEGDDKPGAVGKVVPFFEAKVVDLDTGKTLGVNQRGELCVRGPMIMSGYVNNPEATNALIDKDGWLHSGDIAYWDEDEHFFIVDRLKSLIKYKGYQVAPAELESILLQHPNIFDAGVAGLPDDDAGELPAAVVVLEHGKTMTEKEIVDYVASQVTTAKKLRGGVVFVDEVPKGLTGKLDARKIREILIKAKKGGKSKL
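Biochemical qHTS of compounds, final roughly 60 µM downward over six points, against 10 nM purified firefly luciferase using Km concentrations of substrates (10 uM D-luciferin, 10 uM ATP) in Tris acetate pH 7.5 buffer; luminescence output.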
uPA surface inh – qHTS for Inhibitors of Cell Surface uPA Generation; actives 0.31% (n = 330,000); cell surface uPA generation assay, qHTS; Potency, µM (series often up to 38.3 µM), for the others: at the top dose activity change, negative = inhibition, most hits filed as inhibitors; active = well fitted inhibition curve with a large enough effect; inconclusive = small, poorly fitted or top-dose-only effect; inactive = no such curve, though single readings can be large or run the other way; tested in mouse RAW 264.7 cells; also: % is scaled to controls: 0 for no effect and ±100 for the full control effect; nearly all actives have a fitted effect of over 55% in size
Rab9 promoter act – qHTS Assay for Rab9 Promoter Activators. Huh7 Rab9 promoter-luciferase reporter, luminescence, 24 h. Potency, µM (top dose mostly 9.22 µM), inactives show top-dose activation, negative = inhibition, most hits filed as activators. actives 2.8% (n = 320,000). AID 485297, 2010; also: % of control where 0% means no effect; nearly all actives have a fitted effect of over 60% in size
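Luciferase signal after 10 min detection reagent at ambient indicates Rab9 promoter upregulation; stably transfected Huh7 cells were treated 24 h with compound in DMSO at 37 °C, 5% CO2.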
p53 reactivation – qHTS assay for re-activators of p53 using a Luc reporter | H1299 p53-A138V BP100-luciferase reporter, luminescence, 24 h | Potency, µM (titrated, usually from 92.2 µM), inactives show at the highest dose activity change, positive = activation, actives largely listed as activators | actives 0.063% (n = 320,000); also: % of control where 0% means no effect; nearly all actives have a fitted effect of over 45% in size
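p53-null H1299 cells stably carrying temperature-sensitive p53-A138V and a BP100-luciferase reporter were pinned with compounds (4-point, 1:5 series) and held 24 hrs at 37 deg C. Luminescence was read 10 min after detection reagent.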
RORg inh – qHTS for inhibitors of ROR gamma transcriptional activity | Nuclear receptor ROR-gamma (Mus musculus), P51450 | Drosophila S2 Gal4-RORgamma UAS-luciferase reporter, 20 h | Potency, µM (series often up to 53.6 µM), for the others: top-dose activity change, negative = inhibition, hits mostly inhibitors | actives 5.4% (n = 310,000) | AID 2551, 2010; also: % is scaled to controls: 0 for no effect and ±100 for the full control effect; nearly all actives have a fitted effect of over 60% in size
Target sequence (P51450 whole entry, looked up, the tested form may be a part): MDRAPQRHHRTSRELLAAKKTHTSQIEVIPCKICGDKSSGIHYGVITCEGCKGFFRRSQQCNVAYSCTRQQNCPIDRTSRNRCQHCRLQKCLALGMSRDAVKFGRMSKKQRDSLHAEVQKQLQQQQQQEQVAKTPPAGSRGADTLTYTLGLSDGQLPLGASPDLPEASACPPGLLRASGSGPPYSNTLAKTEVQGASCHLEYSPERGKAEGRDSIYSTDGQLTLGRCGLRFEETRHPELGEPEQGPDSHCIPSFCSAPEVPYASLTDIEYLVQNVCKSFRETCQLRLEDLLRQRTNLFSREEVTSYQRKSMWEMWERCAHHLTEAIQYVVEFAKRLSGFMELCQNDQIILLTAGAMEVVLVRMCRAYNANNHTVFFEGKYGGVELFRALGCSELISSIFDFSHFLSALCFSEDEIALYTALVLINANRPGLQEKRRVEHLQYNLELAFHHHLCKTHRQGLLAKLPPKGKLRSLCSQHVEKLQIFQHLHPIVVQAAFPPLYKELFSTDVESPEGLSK
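ROR gamma transcriptional activity was tracked as Gal4-UAS luciferase output in stably transfected Drosophila Schneider cells, with compound added 1 hr before 700 uM copper sulfate induction and a 20 hr ambient-temperature incubation.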
NPC1 promoter act – qHTS Assay for NPC1 Promoter Activators; AID 485313, 2010; Potency, µM (titrated, usually from 9.22 µM), without a hit: top-dose activation, usual class: activators; actives 2.4% (n = 320,000); Huh7 NPC1 promoter luciferase reporter, 24 h;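 also: % of control where 0% means no effect; nearly all actives have a fitted effect of over 60% in size; reporter is driven by a mutant NPC1 promoter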
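Luminescence read-out of NPC1 promoter-driven luciferase in stably transfected Huh7 cells; compounds delivered in DMSO and left 24 h at 37C, 5% CO2, qHTS titration format.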
BRCA1 expr up – qHTS Assay to Identify Small Molecule Activators of BRCA1 Expression. MCF7-BRCA1-FFLuc reporter, luminescence, 48 h; response scale: scaled: vehicle 0%, 10 µM genistein 100%. Potency, µM (doses to about 46.1 µM), for inactives: top-dose activation, usual class: activators. actives 1.1% (n = 380,000). AID 624202, 2012; also: nearly all actives have a fitted effect of over 80% in size; some results filed as inactive show a strong effect at the top dose
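Using MCF7 cells harboring a BRCA1 firefly luciferase reporter, plated 2 h before compound pinning, the screen measured luminescence after 48 h incubation. Responses were normalized to DMSO and 10 microM genistein, then fitted for concentration-effect.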
MBNL1 CUG block – qHTS Assay for Inhibitors of MBNL1-poly(CUG) RNA binding. TR-FRET MBNL1-His/biotin-(CUG)12 binding, 665/545 ratio. Potency, µM (doses to about 57.5 µM), inactives show at the top dose activity change, negative = inhibition, most hits filed as inhibitors. actives 0.036% (n = 280,000); active = well fitted inhibition curve with a large enough effect in the signal ratio, with a control signal flat, not every such curve was filed as active; inconclusive = small, poorly fitted or top-dose-only effect, or effect the other way, or a change in a side signal; inactive = no such curve, though single readings can be large or run the other way; the % refers to the signal ratio; also: % is scaled to controls: 0 for no effect and ±100 for the full control effect
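Ratiometric TR-FRET (665 over 545 nm, excitation 340 nm) tracks disruption of MBNL1-His/biotin-(CUG)12 complex after 60 min at room temperature, with compounds at 92 nM to 58 uM final.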
ELG1 genotoxic – qHTS screen for small molecules that induce genotoxicity in human embryonic kidney (HEK293T) cells expressing luciferase-tagged ELG1; HEK293T ELG1-luciferase reporter, luminescence, 16 h; AID 504466, 2011; Potency, µM (series often up to 46 µM), inactives show top-dose activity change, positive = activation, most hits filed as activators; actives 1.3% (n = 330,000); also: % of control where 0% means no effect; nearly all actives have a fitted effect of over 60% in size
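HEK293T cells expressing luciferase-tagged ELG1 were exposed to compound or DMSO vehicle for 16 hr at 37 °C and 5% CO2. Luciferase activity was then measured with ONE-Glo after 30 min at room temperature.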
Starred values were filed as active, the others as inactive; ? = inconclusive; . = no result given; [ ] = dose if it differs, or a comment. Unless noted, calls follow the shape of the dose curve; as a rule, active = well fitted curve in the direction sought with a large enough effect; inconclusive = small, poorly fitted or top-dose-only effect, or another doubt; inactive = no such curve, though single readings can be large; an effect the other way counts as inactive or inconclusive. Potency is read from the fitted curve at half-maximal effect.

SMILES	Gal4-VP16 FLuc	FLuc modulator	uPA surface inh	Rab9 promoter act	p53 reactivation	RORg inh	NPC1 promoter act	BRCA1 expr up	MBNL1 CUG block	ELG1 genotoxic
Cc1ccc(NS(=O)(=O)c2cccc(C(=O)N3CCCCCCC3)c2)cc1	.	-6%	0%	0%	-5%	.	-1%	-18%	.	-5%
O=C(NC1CC1)c1sc2ccccc2c1Cl	6%	15µM*	-3%	?	11%	-4%	?	?	16%	?
C=CCCC(=O)N1CCCC(C(=O)c2cccc(OC)c2)C1 (stereo not drawn)	-3%	2%	19%	0%	.	22%	3%	4%	0%	0%
O=C1C=CC(=O)N1N(c1ccccc1)c1ccccc1	?	?	-3%	-1%	-8%	-43%	-1%	-24%	-2%	5%
O=C(c1cc(COc2cccc(C(F)(F)F)c2)on1)N1CCSCC1	5%	0%	-7%	1%	-14%	?	-4%	-9%	-3%	-9%
CC1=CCC2C(=O)N(c3cccc(C(=O)NC(C)c4ccccc4)c3)C(=O)C2C1 (stereo not drawn)	-3%	-2%	3%	6%	0%	11%	-3%	-5%	-4%	0%
O=C(NC(Cc1ccccc1)C(=O)O)/C(=C\c1ccccc1F)NC(=O)c1ccccc1 (stereo not drawn)	1%	-2%	1%	-7%	1%	-2%	-1%	-11%	-16%	2%
O=C(Nc1cc(C(F)(F)F)cc(C(F)(F)F)c1)Nc1cnn(-c2ccc([N+](=O)[O-])cc2)c1C(F)(F)F	1%	2%	5%	-45%[inhibitor]	5%	18%	-36%[inhibitor]	-1%	2%	4%
CCOC(=O)C(NC(=O)c1ccccc1Cl)(Nc1ccc(C)c(C)c1)C(F)(F)F (stereo not drawn)	-6%	5%	5%	-7%	-2%	-13%	-2%	-8%	-9%	1%
Cc1ccc(C)c2[nH]c(=O)c(CCNC(=O)c3ccc(S(=O)(=O)N4CCCC4)cc3)cc12	-1%	-4%	-3%	9%	7%	37%	-1%	-2%	5%	-19%
Cc1cccc(N2C(=O)N3[C@H](c4ccc(Br)cc4)[C@@H]4C(=O)N(C(C)(C)C)C(=O)[C@@H]4[C@]3(C)C2=O)c1	0%	-2%	13%	1%	1%	9%	-5%	-34%	0%	-5%
COc1ccc(C=C(c2nc3ccccc3s2)c2nc3ccccc3s2)cc1O	1%	11µM*	-5%	6%	?	19%	0%	-73%	.	?
COc1ccccc1NC(=O)CSc1nnc(CNC(=O)c2ccco2)o1	7%	-1%	2%	.	.	-3%	.	-1%	15%	.
COC(=O)C1=C(N)OC2=C(C(=O)CCC2)C1c1cccs1 (stereo not drawn)	26%	4%	2%	-3%	0%	-21%	-3%	1%	16%	4%
CC1(C)CC(=O)c2sc(NS(=O)(=O)Cc3ccccc3)nc2C1	-14%	?	.	19%	?	4%	1%	14%	-3%	13%
COCCCNC(=O)CNC(=O)c1nn(-c2ccc(OC)cc2)c(=O)c2ccccc12	0%	-1%	3%	13%	7%	-36%	2%	-17%	?	-1%
COCCNc1c2c(nc3ccccc13)CCC2	-6%	0%	0%	0%	4%	-36%	-2%	23%	-8%	-9%
CCOC(=O)CSc1nnc(-c2cc(OC)c(OC)c(OC)c2)o1	-10%	0%	-7%	-12%	-3%	-23%	-7%	-38%	2%	2%
CCCCN(C(=O)c1ccc(COc2ccccc2)o1)c1c(N)n(CC(C)C)c(=O)[nH]c1=O	.	4%	-7%	-5%	-3%	.	-1%	2%	.	0%
CCCC(NC(=O)COc1cc2c(c3oc(=O)cc(C)c13)CCC(C)(C)O2)C(=O)O (stereo not drawn)	-10%	4%	13%	20%	0%	19%	2%	7%	-6%	-2%
C=CCNC(=O)COC(=O)CCC(=O)c1cccs1	-5%	1%	1%	1%	-2%	-34%	2%	0%	.	0%
Cc1ccc(S(=O)(=O)N/N=C/c2ccccc2O)cc1	5%	4%	5%	0%	-1%	-1%	-1%	-1%	7%	12%
Cc1nc2scc(C)n2c(=O)c1S(=O)(=O)N1CCN(c2ccccc2)CC1	-1%	0%	-2%	1%	-4%	28%	0%	-1%	-9%	1%
COc1ccc(NC(=O)c2cccc(NC(=O)c3ccccc3)c2)c(OC)c1	-2%	19µM*	6%	2%	-8%	19%	-9%	14%	-4%	-3%
CC(=O)c1cccc(NC(=O)CCNS(=O)(=O)c2cccc(C(C)=O)c2)c1	0%	1%	4%	-2%	0%	-11%[10 µM]	10%	-8%	-12%	0%
COc1ccc2[nH]c(C(=O)N(C)Cc3ccccc3)c(C)c2c1	0%	-11%	7%	2%	-1%	?	2%	23%	-2%	-1%
O=C(CN(C(=O)c1csnn1)c1cccc2c1CCCC2)NC1CCCC1	17%	4%	-1%	-1%	3%	19%	-4%	-7%	-10%	1%
CC(CC(=O)O)Nc1ccccc1O (stereo not drawn)	-11%	1%	2%	-6%	1%	-2%	-8%	-15%	14%	0%
Cn1cc(C(=O)N2CCc3ccccc32)cn1	0%	?	3%	?	?	-27%	21%	?	0%	14%
COc1cc(NC(=O)COC(=O)CCCC2=NS(=O)(=O)c3ccccc3N2)cc(OC)c1	-4%	-8%	-11%	-3%	10%	-14%	1%	10%	-1%	-3%
O=C(NCC(=O)N1CCN(S(=O)(=O)c2ccccc2)CC1)c1ccc(Br)o1	.	0%	-11%	1%	-2%	.	-1%	2%	.	2%
CCCN(CCC)CCNC(=O)c1cn(C)c(=O)c2c1c1ccccc1n2C	5%	-2%	-10%	14%	0%	-12%	3%	-33%	6%	6%
COCCCNC(=S)NNC(=O)C1CC1c1ccc(C(C)(C)C)cc1 (stereo not drawn)	-13%	-8%	-6%	-16%	5%	4.5µM*	-8%	-13%	0%	-11%
O=C(c1ccccc1)c1c[nH]c(C(=O)NNc2ccccc2)c1	-1%	4%	6%	0%	9%	?	-3%	1%	-5%	4%
COc1ccc(NC(=O)CSCC(=O)Nc2cccc3ncccc23)cc1	.	1%	-1%	8%	-1%	.	4%	28%	.	-17%
CCN(CC(=O)Nc1c(F)cccc1F)C(=O)CCCNC(=O)c1ccc(Cl)cc1	.	4%	18%	1%	1%	.	-3%	-11%	.	1%

Reprinted at random: 2 compounds from above.
SMILES	Gal4-VP16 FLuc	FLuc modulator	uPA surface inh	Rab9 promoter act	p53 reactivation	RORg inh	NPC1 promoter act	BRCA1 expr up	MBNL1 CUG block	ELG1 genotoxic
O=C(CN(C(=O)c1csnn1)c1cccc2c1CCCC2)NC1CCCC1	17%	4%	-1%	-1%	3%	19%	-4%	-7%	-10%	1%
CC(=O)c1cccc(NC(=O)CCNS(=O)(=O)c2cccc(C(C)=O)c2)c1	0%	1%	4%	-2%	0%	-11%[10 µM]	10%	-8%	-12%	0%

(listing goes on)
SMILES	Gal4-VP16 FLuc	FLuc modulator	uPA surface inh	Rab9 promoter act	p53 reactivation	RORg inh	NPC1 promoter act	BRCA1 expr up	MBNL1 CUG block	ELG1 genotoxic
COc1ccc(CCNC(=O)CCCCCNc2nc(=S)[nH]c3ccccc23)cc1OC	?	1%	2%	-1%	-14%	?	-1%	-27%	?	-3%
NC(=S)Nc1ccccc1Br	35µM*	0%	18%	0%	6%	?	9%	4%	.	-4%
O=C(O)c1ccccc1C(=O)Nc1nccs1	-2%	0%	2%	-4%	2%	-19%	-2%	7%	4%	0%
Cc1nccn1Cc1cccc2ccccc12	8%	-1%	-2%	-10%	-5%	?	7%	2%	3%	1%
Cc1ccc(/C=N/NC(=O)CN2C(=O)CSc3ccccc32)o1	-2%	2%	-1%	-2%	-5%	-7%	-6%	-2%	?	-1%
CCOC(=O)N1CCN(S(=O)(=O)c2ccc(C(=O)NNc3nc4ccc(Cl)cc4s3)cc2)CC1	?	3%	?	-29%	?	7.1µM*	-16%	-83%	3%	-2%
COc1ccccc1NC(=O)CN1CCC(c2nc3ccccc3[nH]2)CC1	12%	-2%	.	-8%	-4%	8%	-1%	4%	-2%	-2%
O=C(Nc1ccc2oc(-c3ccncc3)nc2c1)c1ccccc1	-5%[10 µM]	0%	-3%	-2%	1%	1%	-4%	0%	4%	2%
Cc1cccc(C(=O)N2CCN(Cc3nc4sc5c(c4c(=O)[nH]3)CCCC5)CC2)c1	2%	3%	-2%	-3%	2%	1%	0%	-27%	6%	-36%[inhibitor]
CC(C)NC(=O)C1CCN(S(=O)(=O)c2ccc(N3CCCC3=O)cc2)CC1	2%	0%	3%	-4%	4%	-16%	-7%	14%	-1%	0%
Cc1cccc(C)c1NS(=O)(=O)c1c(C)[nH]c(=O)[nH]c1=O	0%	1%	1%	4%	-6%	-15%	-5%	5%	-6%	0%
COc1ccc(NC(=O)CCOc2ccccc2)c(OC)c1	-3%	?	-2%	-1%	17%	?	17%	33%	-4%	3%
N#CC(CC(=O)c1ccc(F)cc1)c1ccc2c(c1)OCO2 (stereo not drawn)	4%	-3%	-1%	-4%[1.84 µM]	0%	15%	-9%	-6%	-5%	-1%
COc1ccc(F)cc1S(=O)(=O)N1CCC2(CC1)OCCN2S(=O)(=O)c1cccs1	.	2%	3%	-2%	2%	.	1%	-10%	.	-6%

Source: PubChem (National Center for Advancing Translational Sciences (NCATS))

Outcome played no part in choosing rows; about 13% have a hit in one of these screens.
